Source: PubChem (National Center for Advancing Translational Sciences (NCATS))
12-hLO inh – qHTS Assay for Inhibitors of 12-hLO (12-human lipoxygenase). purified 12-hLO, xylenol orange hydroperoxide absorbance. Polyunsaturated fatty acid lipoxygenase ALOX12 (Homo sapiens), P18054. actives 0.12% (n = 150,000). Potency, µM (top dose mostly 57.1 µM), without a hit: at the highest dose activity change, negative = inhibition, actives largely listed as inhibitors; further: potency means the concentration at half of the fitted maximal effect; nearly all actives have a fitted effect of over 55% in size; many of its hits are not listed in these tables
Target sequence (P18054 whole entry, looked up): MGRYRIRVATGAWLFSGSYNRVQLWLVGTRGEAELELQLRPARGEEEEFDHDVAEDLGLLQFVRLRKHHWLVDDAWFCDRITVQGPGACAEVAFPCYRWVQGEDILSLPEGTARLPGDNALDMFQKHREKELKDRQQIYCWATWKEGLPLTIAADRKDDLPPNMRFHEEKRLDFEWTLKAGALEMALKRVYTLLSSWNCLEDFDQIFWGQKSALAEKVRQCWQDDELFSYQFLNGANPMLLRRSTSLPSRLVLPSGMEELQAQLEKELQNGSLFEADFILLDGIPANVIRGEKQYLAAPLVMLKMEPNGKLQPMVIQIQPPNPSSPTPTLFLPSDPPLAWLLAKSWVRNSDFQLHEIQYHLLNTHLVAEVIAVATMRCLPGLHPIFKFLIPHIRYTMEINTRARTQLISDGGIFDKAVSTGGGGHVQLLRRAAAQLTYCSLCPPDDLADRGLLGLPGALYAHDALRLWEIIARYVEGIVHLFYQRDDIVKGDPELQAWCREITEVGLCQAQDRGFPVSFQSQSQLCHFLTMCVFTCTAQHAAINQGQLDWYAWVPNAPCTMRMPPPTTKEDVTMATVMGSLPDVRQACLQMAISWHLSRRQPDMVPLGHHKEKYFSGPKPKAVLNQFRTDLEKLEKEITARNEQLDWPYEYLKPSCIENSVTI
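Purified human 12hLO (150 nM final) was preincubated with compounds for 15 min at room temperature in 25 mM Hepes pH 7.0, 0.01% Triton X-100, then reacted with 40 uM arachidonic acid for 30 min. Hydroperoxide was detected with ferrous iron/xylenol orange.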
IMPase cell inh – qHTS Assay for Identifying the Cell-Membrane Permeable IMPase Inhibitors; Inositol monophosphatase 1 (Rattus norvegicus), P97697; CHO-M1 cells, IP1 accumulation, HTRF TR-FRET ratio; inhibition (IP1 accumulation), % at 46.1 µM; 120,000 tested, under 10 active; AID 901, 2007; active means well fitted curve in the direction sought with a large enough effect in the signal ratio, not every such curve was filed as active; inconclusive means small, poorly fitted or top-dose-only effect, or a change in a side signal; inactive means no such curve, though single readings can be large or run the other way; the % refers to the signal ratio;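 further: cells stimulated with carbachol in lithium chloride buffer; plate controls were DMSO basal wells for no effect and reference inhibitor wells for full effect; higher means more IMPase inhibition seen as more IP1 and lower FRET ratio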
Target sequence (P97697 whole entry, looked up): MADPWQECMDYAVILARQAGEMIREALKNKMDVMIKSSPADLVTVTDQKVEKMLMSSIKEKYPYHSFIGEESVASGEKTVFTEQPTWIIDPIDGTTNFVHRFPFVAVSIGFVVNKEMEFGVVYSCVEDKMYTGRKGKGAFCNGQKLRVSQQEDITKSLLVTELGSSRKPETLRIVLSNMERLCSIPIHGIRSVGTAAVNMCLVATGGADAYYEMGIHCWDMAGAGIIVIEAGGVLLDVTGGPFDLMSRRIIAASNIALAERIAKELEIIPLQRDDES
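Cellular IMPase inhibition is scored as a rise in cytosolic IP1, detected by competitive TR-FRET between d2-labelled IP1 and a europium anti-IP1 antibody. M1-expressing CHO cells were stimulated with carbachol for 30 min at 37C, with lithium (50 mM LiCl) present in the buffer.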
PNC inhibitor – High Content Assay for Compounds that inhibit the Assembly of the Perinucleolar Compartment; PC3M PTB-GFP, PNC prevalence imaging, 16 h; hits give low values; activity change (PNC), negative = inhibition, % at 10 µM; actives 3.1% (n = 140,000); AID 2417, 2010;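 active means readout at or below -70, meaning at least 70% loss of cells showing the perinucleolar compartment, a nuclear body marking cancer cells; inconclusive means readout between -30 and a set limit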;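 further: plate controls were DMSO wells for no effect and camptothecin positive control wells for full effect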
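Read-out is percentage of cells bearing a perinucleolar compartment, from automated 20x imaging of fixed, Hoechst-stained PC3M PTB-GFP cells. Cells were seeded 4 h, then exposed 16 h to compound (23 nl of library stock) in duplicate plates.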
ALOX15B inhib – qHTS Assay for Inhibitors of 15-hLO-2 (15-human lipoxygenase 2) | AID 881, 2007 | Polyunsaturated fatty acid lipoxygenase ALOX15B (Homo sapiens), O15296 | purified 15hLO-2, xylenol orange hydroperoxide absorbance | actives 0.56% (n = 110,000) | Potency, µM (doses to about 57.1 µM), for the others: top-dose activity change, negative = inhibition, actives largely listed as inhibitors; further: potency means the concentration at half of the fitted maximal effect; nearly all actives have a fitted effect of over 60% in size; many of its hits are not listed in these tables
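Enzyme 50 nM, AA 45 uM, 25 mM Hepes pH 7.5 + 0.01% Triton X-100; cpd preinc 15 min RT, rxn 90 min RT; stop/detect with 200 uM XO + 300 uM Fe(II) in 50 mM H2SO4, 30 min; A573/A405.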
An asterisk follows results filed as active; ? = inconclusive; / = no result given; [ ] = remark or other dose. Unless noted, the call rests on the fitted dose curve; in most records, active means well fitted curve in the direction sought with a large enough effect; inconclusive means small, poorly fitted or top-dose-only effect, or another doubt; inactive means no such curve, though single readings can be large; an effect the other way counts as inactive or inconclusive. Unless noted, on the % scale 0 is the no-effect control and ±100 the full control effect. Some of the compounds tested; the hit share may differ from the screen's.

cpd	structure	12-hLO inh	IMPase cell inh	PNC inhibitor	ALOX15B inhib
1	O=C(C1CCN(S(=O)(=O)c2cccc3cccnc23)CC1)N1CCN(c2ccc(Cl)cc2)CC1	-5%	8	16	6%
2	CC(C)NC(=O)c1cc2cc([N+](=O)[O-])ccc2s1	-1%	-3	?	-1%
3	O=C1CCc2cc(S(=O)(=O)NC(Cc3ccccc3)C(=O)NCC3CCCO3)ccc2N1 (stereo not given)	-22%	-11	-9	-2%
4	CC1(C)Cc2c(cnn2-c2ccccc2)C(=O)/C1=N\NC(=O)c1ccccc1N	6%	1	32	-13%
5	Cc1ccccc1C(=O)Nc1cccc(N)c1	-5%	2	-6	-2%
6	CCN1CCN(C(c2cccs2)C(C)NC(=O)C(C)C)CC1 (stereo not given)	3%	-12	-1	/
7	O=C(N/C(=C/c1cccs1)C(=O)N1CCCCCC1)c1ccccc1	0%	12	-21	/
8	CCC(=O)Nc1ccc(C(=O)NNC(=O)Cc2ccccc2)cc1	0%	4	3	/
9	CCN1C(=O)C2(SC(NC(C)=O)=NN2C(C)=O)c2cc(C)cc(C)c21 (stereo not given)	0%	/	?	/
10	Cc1nn2c([nH]c(=O)c3ccccc32)c1C=O	1%	-6	36	-9%
11	COc1ccc(Cc2nnc(NC(=O)C3CCCO3)s2)cc1OC (stereo not given)	-5%	13	?	-12%
12	CCSc1ncc(Cl)c(C(=O)Nc2ccc(S(=O)(=O)Nc3onc(C)c3C)cc2)n1	-9%	3	?	-17%
13	O=C(Oc1cc(=O)oc2ccccc12)c1ccco1	-19%	2	7	8%
14	COC(=O)NCCOc1cc(C)ccc1C	-7%	4	?	2%
15	Cc1ccc(NC(=O)COC(=O)CNC(=O)c2ccc(Br)cc2)c(C)c1	-1%	/	?	/
16	CCOC(=O)N1CCN(C(=O)C2CCN(S(=O)(=O)c3ccc(C)cc3)CC2)CC1	4%	-2	-18	-5%
17	O=C(COC(=O)CSc1ccc2ccccc2c1)NC1CC1	3%	-20	49	/
18	COc1cc(/C=C/C(=O)O)cc(S(=O)(=O)Nc2ccccc2Cl)c1OC	2%	/	-28	/
19	CC(=O)Nc1ccc(/C=N/NC(=O)c2cccc(S(=O)(=O)N3CCOCC3)c2)cc1	-2%	/	11	/
20	CCn1c(CNc2ccc(C)cc2)nnc1SCC(N)=O	-2%	12	-6	/

cpd	structure	12-hLO inh	IMPase cell inh	PNC inhibitor	ALOX15B inhib
21	Cc1cc(=O)[nH]c(SCC(=O)O)c1C#N	-7%	-1	-23	3%
22	O=C(O)[C@H]1CCCC[C@@H]1C(=O)Nc1nc2ccccc2[nH]1	-1%[11.4 µM]	/	/	0%[11.4 µM]
23	Cc1cccc(-c2nnc(-c3ccc(N)cc3)o2)c1	0%	-22	11	4%
24	N#Cc1c(/N=C/C=C/c2ccccc2)sc2c1CCCC2	-10%	-2	21	-11%
25	COC(=O)c1noc(-c2ccc(C)cc2)n1	-3%	-3	10	7%
26	CC(C)n1c(NCCc2ccccc2)nc2c1c(=O)n(C)c(=O)n2C	-3%	?	-16	/
27	CCCCc1ccc(Nc2ncnc3nc[nH]c23)cc1	2%	0	17	25%
28	COc1ccc(C(=O)NCC(=O)OCc2cccc(Br)c2)cc1	-6%	1	12	-7%
29	CC(=O)Nc1ccc(OC(=O)c2cc3cc(Br)cc(Br)c3oc2=O)cc1	-4%	/	-10	/
30	CCOc1ccccc1-n1c(SCC(=O)N(C(C)C)C(C)C)nnc1-c1cccnc1	3%	-2	4	6%
31	O=C(/C=C/c1cccc([N+](=O)[O-])c1)NCCc1ccc(F)cc1	-4%	/	?	/
32	CCN(CC)C(=O)CSc1nc2nc(C)cc(C)c2c(=O)[nH]1	5%	3	72	-4%
33	Cc1n[nH]c(C)c1-c1nc2ccccc2[nH]1	5%	-3[0.0738 µM]	-5	/
34	O=C(Oc1cc(OC(=O)c2ccccc2)c2c(c1)OC(c1ccc(OC(=O)c3ccccc3)c(OC(=O)c3ccccc3)c1)[C@@H](OC(=O)c1ccccc1)C2)c1ccccc1 (stereo not given in full)	-2%	/	/	3%
35	Cc1ccc2c(C)nc(SC(C(=O)c3ccccc3)c3ccccc3)nc2c1 (stereo not given)	-3%	6	?	/
36	CC(C)=CC1C(C(=O)Nc2ccc(Br)cn2)C1(C)C (stereo not given)	-11%	9	35	6%
37	C=C(C)COc1ccc2c(C)c(CC(=O)OC)c(=O)oc2c1C	-3%	5	30	18%[2.29 µM]
38	C/C(=N\O)C(C)NC(=O)c1ccccc1 (stereo not given)	3%	/	?	/
39	Cc1ccc(C(=O)N/N=C(/CC(=O)c2cccs2)C(F)(F)F)cc1	-4%	-6	-21	/
40	CCOC(=O)C1=C(C)N(CCCC(=O)O)C(=O)NC1c1ccc(OC)cc1 (stereo not given)	1%	/	?	/

cpd	structure	12-hLO inh	IMPase cell inh	PNC inhibitor	ALOX15B inhib
41	COc1ccc(CCNC(=O)CSc2cn(Cc3ccccc3)c3ccccc23)cc1OC	-1%	/	52	/
42	O=C(CSc1nnc(-c2ccncc2)n1-c1ccc(F)cc1)NC(=O)NCc1ccco1	-1%	0	56	/
43	Cc1c(CCO)c(=O)n(-c2ccccc2)n1S(=O)(=O)c1c(Cl)cc(Cl)cc1Cl	3%	2	?	-9%
44	CCOc1ccccc1NC(=O)CCC(=O)O	4%	-3	92	-12%
45	ONC(=Nc1ccccc1)c1ccc(Cl)cc1	2%	9	?	1%
46	CC(C)N(Cc1ccccc1)S(=O)(=O)N(C)C	0%	-7	?	-8%
47	Cc1cc(Nc2ccc(C)c(F)c2)n2ncnc2n1	-6%	-3	10	-9%
48	CCC(C)(C)n1nnnc1CN1CCSCC1	0%	2	-15	-12%
49	CN(CCCNC(=O)Cn1cc2c(n1)CCCC2)C1CCCCC1	-3%	-3	-2	2%
50	O=C(NCCc1ccccc1)c1ccc(-c2ccccc2C(F)(F)F)o1	-2%	/	61	/
51	O=C(CSc1nnc(Cc2ccccc2)n1-c1ccccc1)N1CCOCC1	-4%	-2	34	-3%
52	NC(N)=Nc1nc(CCN2C(=O)c3ccccc3C2=O)cs1	-5%	-2	51	15%
53	O=[N+]([O-])c1ccc(/C=N/NC(=S)Nc2ccccc2)o1	-4%	9	126	/
54	CCOC(=O)c1c(-c2ccccc2)csc1NC(=O)CSc1nnc(C)s1	-2%	/	126	/
55	CC(=O)c1c(C)[nH]c(C(=O)COC(=O)c2cc(S(=O)(=O)N(C)c3ccccc3)ccc2Cl)c1C	1%	/	8	/
56	CCN(CC)S(=O)(=O)c1ccc(Nc2ccc(-c3ccc4c(c3)OCCO4)nn2)cc1	-9%	2	-1	-5%
57	O=C(O)Cc1ccc(C(=O)c2ccc(Cl)cc2)s1	-10%	-2	19	-14%
58	O=C(CSc1nnc2ccccn12)NCCN1C(=O)CSC1=O	4%	-14	6	-4%
59	Cc1c(C)n(C(=O)CN2CCC(C(N)=O)CC2)c2ccccc12	-1%	-18	11	16%
60	O=C(CCN1C(=O)C2CC=C(Cl)CC2C1=O)N1CCCCC1 (stereo not given)	-11%	5	-11	3%

Some of the entries so far, with one line to a screen:
[8] CCC(=O)Nc1ccc(C(=O)NNC(=O)Cc2ccccc2)cc1
[35] Cc1ccc2c(C)nc(SC(C(=O)c3ccccc3)c3ccccc3)nc2c1 (stereo not given)
[4] CC1(C)Cc2c(cnn2-c2ccccc2)C(=O)/C1=N\NC(=O)c1ccccc1N
[25] COC(=O)c1noc(-c2ccc(C)cc2)n1
[54] CCOC(=O)c1c(-c2ccccc2)csc1NC(=O)CSc1nnc(C)s1

Assay by compound | 8 | 35 | 4 | 25 | 54
12-hLO inh | 0% | -3% | 6% | -3% | -2%
IMPase cell inh | 4 | 6 | 1 | -3 | /
PNC inhibitor | 3 | ? | 32 | 10 | 126
ALOX15B inhib | / | / | -13% | 7% | /

Continued:
cpd	structure	12-hLO inh	IMPase cell inh	PNC inhibitor	ALOX15B inhib
61	CCOc1ccc(OCc2ccc(C(=O)NCc3ccncc3)o2)cc1	-6%	6	54	1%
62	CN(C)S(=O)(=O)c1ccc(C(=O)Nc2nnc(SCc3cccc4ccccc34)s2)cc1	-1%	/	-134*	/
63	CCOC(=O)c1c(-c2ccc(C)cc2)csc1NC(=O)CCN1CC(C)OC(C)C1 (stereo not given)	-16%	/	-15	/
64	O=C1c2ccccc2NC(c2ccc3c(c2)OCCO3)N1c1ccc2c(c1)OCCO2 (stereo not given)	-3%	-4	36	-9%
65	CCCOc1cccc(OCCSc2nc(C)cc(=O)[nH]2)c1	-3%	7	-86*	-3%
66	COc1ccc(CC(=O)Nc2cccc(C(=O)NN3C(=O)c4ccccc4C3=O)c2C)cc1	-7%	/	3	/
67	CC(C)NCC(O)COCc1ccc(Cl)cc1 (stereo not given)	1%	1	-23	8%
68	Cc1cc(C)nc(N2CCN(CC(=O)NCc3ccccc3)CC2)n1	-6%	?	?	-9%
69	FC(F)Sc1nc(-c2ccccc2)c(-c2ccccc2)n1C(F)F	-1%	6	-13	/
70	Cc1ccc(C(O)(c2ccccc2)c2ccccc2C(C)N(C)C)c(C)c1 (stereo not given)	1%	4	11	-6%
71	CC(=C/c1ccccc1)/C=N/Nc1nc(N2CCOCC2)nc(N2CCOCC2)n1	-3%	/	3	/
72	Nn1c(SCC(=O)Nc2ccccc2)nnc1-c1cccnc1	3%	3	21	4%
73	CCCN1CCN(C(c2cc3cc4c(cc3[nH]c2=O)OCO4)c2nnnn2C(C)(C)C)CC1 (stereo not given)	13%	-5	28	6%
74	OCC1(c2cc(C(F)(F)F)n[nH]2)CCCCC1	-6%	15	27	-2%
75	O=C(CN1C2=NCCCN2c2ccccc21)c1cccc(Br)c1	-4%	/	19	/
76	CCc1ccc(NC(=O)N(CCN2CCOCC2)Cc2ccc3c(c2)CCCN3CC)cc1	-5%	8	-24	24%
77	O=c1cc(N2CCc3ccccc3C2)[nH]c(=O)n1-c1ccc(Br)cc1	1%	-8	-17	-13%
78	CC(C)(C)c1ccc(OC(=O)Cn2c(C(F)(F)F)nc3ccccc32)cc1	4%	4	-5	22%
79	O=C(C1CCCN(c2nnc(-n3cccc3)s2)C1)N1CCN(c2ccccc2)CC1 (stereo not given)	4%	12	-4	-4%
80	CCNS(=O)(=O)c1ccc(NC(=S)NCc2ccco2)cc1	-1%	/	1	/

cpd	structure	12-hLO inh	IMPase cell inh	PNC inhibitor	ALOX15B inhib
81	c1ccc(-c2cccc(-c3ccccn3)n2)nc1	0%	6	-22	23%
82	CCOC(=O)C1=C(C)SC2=NS(=O)(=O)CCN21	-1%	-3	16	0%
83	O=C(Nc1ccc(F)cc1)C1CCC(N2C(=O)c3ccccc3C2=O)CC1 (stereo not given)	-3%	12	20	6%
84	Cc1ccccc1-n1nc(C)c2cc(C(=O)N3CCN(S(=O)(=O)c4ccc(Cl)cc4)CC3)sc21	-15%	3	-14	-2%
85	O=C(Nc1ccc(F)cc1F)c1cc2ncc(CCCl)cn2n1	3%	/	-8	/
86	Oc1ccc(-c2[nH]nc(-c3ccccc3)c2-c2nc3ccccc3[nH]2)cc1	-23%	-2	0	14%
87	CN1CCCC2(CCN(C(=O)c3cccn3C)CC2)C1	-2%	/	/	-5%

Complete entries, quoted from the list:
Results for Cc1ccccc1-n1nc(C)c2cc(C(=O)N3CCN(S(=O)(=O)c4ccc(Cl)cc4)CC3)sc21 = 12-hLO inh = -15%; IMPase cell inh = 3; PNC inhibitor = -14; ALOX15B inhib = -2%
Results for Oc1ccc(-c2[nH]nc(-c3ccccc3)c2-c2nc3ccccc3[nH]2)cc1 = 12-hLO inh = -23%; IMPase cell inh = -2; PNC inhibitor = 0; ALOX15B inhib = 14%
